# High-throughput results (PubChem)
# Rac1 GTP hydrolysis: MgcRacGAP GTPase-activating activity inhibitors, confirmation, biochemical, ADP Hunter fluorescence; MgcRacGAP-stimulated Rac1 GTP hydrolysis, ADP Hunter fluorescence; higher % means a stronger effect; GST-tagged Rac1 F28L mutant substrate; Rac GTPase-activating protein 1 (Homo sapiens); inhibition, % at 30 µM; hits with a dose series show IC50 in µM; 0.6% of 340,000 active;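 active = first-screen hits whose inhibition reached a set limit at any dose in the follow-up dose series; inconclusive = inhibition above the set first-screen limit but never retested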;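 note: fluorescence reports GDP produced by GAP-driven GTP hydrolysis; strong numbers were not always called active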
# NTR1 agonist: agonists of NTR1, primary screen, imaging, U2OS cells, beta-arrestin-GFP, high content (AID 493036); activation, % at 20 µM; 0.17% of 330,000 active; NTR1-U2OS beta-arrestin-GFP spot imaging, agonist mode;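 active = activation at or above 40% of the spot to cytoplasm intensity ratio, with at least 20 cells analyzed; inconclusive = wells under 20 cells, flagged as cytotoxic or low count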;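 note: 0% = DMSO without peptide and 100% = 100 nM NTR1 peptide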
# Target sequence (P30989 whole entry, looked up): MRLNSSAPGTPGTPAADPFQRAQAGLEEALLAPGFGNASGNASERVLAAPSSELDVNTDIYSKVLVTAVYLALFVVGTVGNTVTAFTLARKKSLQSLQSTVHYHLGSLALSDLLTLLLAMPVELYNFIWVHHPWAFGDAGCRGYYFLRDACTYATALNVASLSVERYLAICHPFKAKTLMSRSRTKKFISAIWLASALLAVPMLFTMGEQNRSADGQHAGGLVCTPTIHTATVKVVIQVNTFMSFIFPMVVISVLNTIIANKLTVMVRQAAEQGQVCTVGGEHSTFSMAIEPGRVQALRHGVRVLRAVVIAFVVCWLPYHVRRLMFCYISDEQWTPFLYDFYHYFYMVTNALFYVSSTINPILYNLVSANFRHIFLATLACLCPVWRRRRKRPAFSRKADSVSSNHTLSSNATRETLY
# Myeloid diff MLP: induction of myeloid progenitor differentiation, primary screen, cell-based, flow cytometry, MLPCN library; ER-HoxA9 myeloid progenitors, lysozyme-GFP differentiation; calls only at 10 µM; 1% of 360,000 active; AID 624256, 2012;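 active = normalized GFP-positive differentiation at or above the plate's own cutoff, the solvent-only control mean plus 3 SD; inconclusive = no clear call, values can overlap the other calls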;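 note: cells exposed to compound for four days before flow analysis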
# NTR1 agonist cell count 20 µM: second read-out of NTR1 agonist, no call of its own (marks repeat the call); cell count; measured here: cell count, cytotoxicity flag
# Myeloid diff MLP GFP+ MAC1+ %: also measured in Myeloid diff MLP; calls as there; GFP+ MAC1+ double positive, %; measured here: differentiation confirmed by MAC1 staining
# Starred values were filed as active, the others as inactive; i = inactive; ? = inconclusive; · = no result given; + = active, no number. The list is partial; rates above refer to the full screens.
SMILES,Rac1 GTP hydrolysis,NTR1 agonist,NTR1 agonist cell count 20 µM,Myeloid diff MLP,Myeloid diff MLP GFP+ MAC1+ %
O=S(=O)(c1ccc(N2CCN(Cc3ccccc3)CC2)nc1)N1CCCC1,3%,5.8,57,i,1.3
O=S(=O)(c1ccc(SCc2ccc(Br)cc2)nc1)N1CCOCC1,1%,-0.4,60,i,0.7
O=C(COC(=O)CC1CCCC1)Nc1ccc(Cl)cn1,7%,-0.2,52,i,0.5
COc1ccc(S(=O)(=O)N2CCOCC2)cc1NC(=O)COC(=O)CC1CC2CCC1C2 (stereo not drawn),4%,1.0,66,i,0.5
COc1ccc(C(=O)NCC(=O)OCCOc2ccc(Cl)cc2)cc1OC,0%,-0.2,61,i,0.9
COc1cc2c(c(OC)c1OC)C(c1ccc(C)cc1)CC(=O)O2 (stereo not drawn),-2%,-0.8,59,i,2.7
NC(=O)c1ccc(NC(=O)COC(=O)CCCOc2ccccc2)cc1,4%,-0.5,53,i,0.4
CC(=O)c1ccc(S(=O)(=O)Nc2ccc(C(=O)NC3CC3)cc2)cc1,4%,0.1,44,i,1.1
Cc1csc(SCC(=O)Nc2cc([N+](=O)[O-])ccc2F)n1,5%,-1.4,76,i,0.6
O=C(CSc1n[nH]c(-c2ccc(Br)cc2)n1)N1CCOCC1,-2%,0.1,60,i,0.7
COc1cc(OC)c(OC)cc1CNC(=O)c1ccc(S(=O)(=O)N2CC(C)OC(C)C2)cc1 (stereo not drawn),6%,0.0,65,?,·
CCOc1cc(C(=O)OCc2ccc(OC)cc2)ccc1OCC(=O)N1CCOCC1,-3%,-0.9,54,i,0.2
Cc1cccc(C(=O)NCC(=O)N(C)Cc2nc3ccccc3c(=O)[nH]2)c1,4%,-1.1,43,i,1.1
C=CCN(Cc1ccc(Cl)s1)C(=O)c1ccc(F)c(S(=O)(=O)N2CCOCC2)c1,-1%,-0.7,72,i,1.1
CCCCN([C@H](CO)C(C)C)S(=O)(=O)c1ccccc1Br,1%,-2.8,19,i,1.6
O=C(COC(=O)C1COc2ccccc2O1)Nc1cccc(Cl)c1 (stereo not drawn),5%,3.5,38,i,1.6
COc1ccccc1/C=C/C(=O)N1CCN(S(=O)(=O)c2cccs2)CC1,3%,1.5,48,i,0.2
CC(C)(C)OC(=O)C[C@@H]1C/C=C\C[C@H](CC(=O)N(CCO)Cc2ccccc2)C(=O)N2CCC[C@@H]2COC1=O,5%,5.0,58,i,1.3
Cc1cc(C)c(CN2CCN(C(=O)Cn3ccc(NC(=O)OCc4ccccc4)nc3=O)CC2)c(C)c1,4%,4.2,56,i,0.9
Cc1ccc2c(c1)C1CN(C)CCC1N2S(=O)(=O)c1ccc(C(C)C)cc1 (stereo not drawn),5%,1.7,55,i,0.9
N#Cc1ccc(S(=O)(=O)N2CCN(CC(=O)Nc3ccccc3C(=O)NC3CC3)CC2)cc1,7%,-2.2,44,i,0.4
CC1CC1C(=O)OCC(=O)Nc1cccc(Br)c1 (stereo not drawn),5%,1.5,58,i,1.4
Cn1c(N)c(C(=O)COC(=O)/C=C/c2ccc(Cl)c(Cl)c2)c(=O)n(C)c1=O,1%,20,61,i,1.8
CN(C(=O)COC(=O)c1cccc(Cl)c1)C1CCS(=O)(=O)C1 (stereo not drawn),5%,1.4,58,i,0.3
O=C1NCCOC(=O)[C@@H](Cc2ccc(F)cc2)C/C=C\C[C@@H]1CC(=O)N(CCO)Cc1ccccc1,8%,4.1,67,i,1.8
CCOC(=O)c1ccc(NC(=O)C2CC(O)CN2S(=O)(=O)c2ccc(C)cc2)cc1 (stereo not drawn),7%,-0.5,69,i,2.2
NS(=O)(=O)c1ccc(CCNC(=O)COC(=O)Cc2ccc([N+](=O)[O-])cc2)cc1,3%,-0.2,97,i,0.2
COc1ccc(Cl)cc1NC(=O)CN(C)C(=O)c1ccc(-n2nc(C)cc2C)cc1,0%,2.3,76,i,1.3
CCOc1ccc(CN(C)C(=O)c2ccc3c(c2)NC(=O)C(C)S3)cc1OC (stereo not drawn),3%,-2.5,56,i,1.9
COc1cc([C@H]2OC[C@H]3[C@@H]2CO[C@H]3c2ccc(O)c(OC)c2)ccc1O,171µM*,-3.1,46,i,0.9
O=C(O)c1ccc(C=NNC(=O)c2ccccc2NS(=O)(=O)c2cccs2)cc1,7%,-1.8,45,i,1.4
COc1ccc(NC(=O)Nc2ccc3c(c2)C(=O)N([C@H](C)CO)C[C@H](C)[C@@H](CN(C)C(=O)Nc2ccccc2)O3)cc1,2%,0.3,66,i,6.6
C[C@H](NC(=O)c1ccco1)C(=O)NNC(=O)COc1cccc(C(F)(F)F)c1,4%,0.7,63,i,0.6
CC(NC(=O)COC(=O)C1(C)CC1(Cl)Cl)c1ccccc1 (stereo not drawn),3%,-2.3,59,i,0.9
Cn1c(SCC(=O)Nc2ccc(C(=O)O)cc2)nc2scc(-c3ccccc3Cl)c2c1=O,1%,-1.1,57,i,0.8
CC1CCCC(C)N1C(=O)CN1c2cccc3cccc(c23)S1(=O)=O (stereo not drawn),0%,1.1,51,i,0.6
COc1ccc(C(=O)OC(C)C(=O)NC2CCCc3ccccc32)cc1OC (stereo not drawn),6%,0.4,51,i,1.2
CC(C(=O)N1CCc2ccccc21)N(C)CC(=O)Nc1ccccc1Cl (stereo not drawn),2%,-0.6,61,i,0.8
CC(C)CN(C(=O)CSc1nncn1C)C1CCS(=O)(=O)C1 (stereo not drawn),0%,-1.7,73,i,0.8
C[C@H]1CN([C@@H](C)CO)C(=O)Cc2cc(NC(=O)CCC(F)(F)F)ccc2O[C@H]1CN(C)CC1CC1,7%,-0.3,61,i,0.2
Cc1cc(C)cc(CSc2ccc(S(=O)(=O)N3CCCC3)cn2)c1,7%,-0.4,64,i,0.8
Cc1ccc(CNC(=O)Cn2cnc3c(NCc4ccccc4)ncnc32)o1,8%,2.2,53,i,0.5
Cc1cccc(O)c1C,-9%,0.0,46,i,1.9
COc1cccc(NC(=O)CN(C)C(=O)c2ccc(NS(=O)(=O)c3ccc(F)cc3)cc2)c1,6%,-0.8,54,i,0.8
O=C(COC(=O)c1ccc(F)c([N+](=O)[O-])c1)NC(=O)NCc1ccccc1,6%,18,52,i,0.9
O=c1oc(C2(O)CCCCC2)cc2ccc(-c3ccc4[nH]ccc4c3)cc12,5%,-3.0,48,i,1.6
CCCNC(=O)CSc1ccc(S(=O)(=O)N2CCCCC2)cn1,4%,-0.5,54,i,0.4
O=C(COC(=O)Cc1ccc(Cl)cc1Cl)NC1CC1,2%,2.9,56,i,0.6
CN(CC(=O)Nc1ccc(Cl)cc1)C(=O)c1ccc(N2CCCC2=O)cc1,1%,-2.6,93,i,0.5
O=C(COc1cccc(C(F)(F)F)c1)Nc1nnc(C2CC2)s1,0%,-0.2,57,i,1.0
O=C(Nc1ccc(S(=O)(=O)N2CCCCC2)cc1)c1ccc(=O)[nH]c1,14%,1.0,53,i,0.7
CC1(C)CC(=O)C=C(NCCCN2CCCC2=O)C1,-3%,-1.5,51,i,1.6
CCOc1ccc(S(=O)(=O)N2CCN(C(=O)c3cc([N+](=O)[O-])ccc3N3CCOCC3)CC2)cc1,7%,4.0,53,i,0.3
COc1ccc(CC(=O)NNC(=O)CN(C)S(=O)(=O)c2ccc(Cl)cc2)cc1OC,0%,7.2,34,i,0.7
CCOC(=O)c1ccc(/C=C2\c3ccccc3C(=O)N2c2ccccc2)cc1F,-2%,5.2,76,i,1.3
CC(=O)Nc1ccc(S(=O)(=O)N2CCN(S(=O)(=O)c3cccs3)CC2)cc1,4%,1.8,76,i,0.9
CC(C)CN(C(=O)C1CCCO1)c1c(N)n(CC(C)C)c(=O)[nH]c1=O (stereo not drawn),10%,0.2,60,i,1.1
CC(=O)c1c(C)[nH]c(C(=O)OCC(=O)N2CCN(S(=O)(=O)c3ccc(C)cc3)CC2)c1C,3%,0.6,55,i,0.7
CCOC(=O)C1=C(C)N(C[C@@H]2CC[C@@H](Cc3ccc4cc(OC)ccc4c3)O2)C(=O)NC1c1ccccc1 (stereo partly drawn),7%,5.9,62,i,0.6
CC1CN(C(C)C(=O)NNC(=O)c2ccc(F)cc2)CC(C)O1 (stereo not drawn),-1%,0.5,66,+,23*
# New compounds follow
SMILES,Rac1 GTP hydrolysis,NTR1 agonist,NTR1 agonist cell count 20 µM,Myeloid diff MLP,Myeloid diff MLP GFP+ MAC1+ %
CCN1C(=O)[C@H]2[C@H]3CN=C(SCC(=O)c4ccccc4)N3[C@@](CC)(C(=O)OC)[C@H]2C1=O,13%,0.0,69,i,0.5
COc1ccc(-c2cc(C(=O)N/N=C/c3cccnc3)c3ccccc3n2)c(OC)c1,15%,0.9,51,i,0.2
O=C(/C=C/c1ccc2c(c1)S(=O)(=O)N(Cc1ccccc1)[C@H]2CC(=O)N1CCOCC1)N1CCOCC1,0%,-0.9,65,i,2.6
COc1ccc([C@H]2CC(=O)C=C(c3ccc(CO)cc3)C2)cc1,1%,0.0,58,i,1.0
O=C1[C@H](c2ccccc2)[C@@H](c2ccccc2)N1c1ccncc1,4%,1.2,58,i,1.5
CC(=O)c1ccc(N2CCN(C(=O)c3cc(S(=O)(=O)N4CCOCC4)ccc3C)CC2)cc1,-5%,0.2,55,i,0.7
Cc1cccc(N2CCN(C(=O)c3ccc4ccccc4c3)CC2C)c1 (stereo not drawn),1%,2.4,46,i,1.5
CC(=O)c1ccc(S(=O)(=O)Nc2ccc3c(c2)OCO3)cc1,2%,2.0,44,i,1.1
Cc1cc(Cn2nc(-c3ccccc3C)cc2C(=O)O)on1,7%,1.0,44,i,0.2
CC1=CC(=O)CC(C)(C)[C@@]1(O)/C=C/[C@@H](C)O[C@@H]1O[C@H](CO)[C@@H](O)[C@H](O)[C@H]1O,5%,26,48,i,1.6
C/C=C(\NC(C)=O)c1ccccc1,4%,2.6,47,i,0.3
Cc1ccc(S(=O)(=O)N2CCOCC2)cc1NC(=O)CNCc1ccc(Cl)cc1Cl,1%,0.8,61,i,0.7
CC(=O)Nc1ccc(NC(=O)C(C)OC(=O)CCSc2ccccc2Cl)cc1 (stereo not drawn),2%,-0.8,46,i,0.6
C[C@@H]1CN([C@@H](C)CO)C(=O)Cc2cc(NC(=O)Nc3cccc4ccccc34)ccc2O[C@@H]1CN(C)Cc1ccc(C(F)(F)F)cc1,7%,3.1,60,i,0.5
NC(=O)c1ccc(NC(=O)COC(=O)c2ccc(Br)o2)cc1,7%,3.0,54,i,0.5

# Filtered by structure, the entries above containing a COOH group.
SMILES,Rac1 GTP hydrolysis,NTR1 agonist,NTR1 agonist cell count 20 µM,Myeloid diff MLP,Myeloid diff MLP GFP+ MAC1+ %
O=C(O)c1ccc(C=NNC(=O)c2ccccc2NS(=O)(=O)c2cccs2)cc1,7%,-1.8,45,i,1.4
Cn1c(SCC(=O)Nc2ccc(C(=O)O)cc2)nc2scc(-c3ccccc3Cl)c2c1=O,1%,-1.1,57,i,0.8
Cc1cc(Cn2nc(-c3ccccc3C)cc2C(=O)O)on1,7%,1.0,44,i,0.2

# (more compounds)
SMILES,Rac1 GTP hydrolysis,NTR1 agonist,NTR1 agonist cell count 20 µM,Myeloid diff MLP,Myeloid diff MLP GFP+ MAC1+ %
CC(NCC(=O)Nc1ccccc1C(=O)NC1CC1)c1ccc(S(C)(=O)=O)cc1 (stereo not drawn),2%,-1.7,53,i,0.3
Cc1nc(SCC(=O)NCc2ccc3c(c2)OCO3)nc(C)c1C,7%,-1.2,55,?,·
O=C(COC(=O)C1CC1)NCc1ccccc1,2%,-0.6,53,i,1.2
CSC(C(=O)c1cc2ccccc2o1)c1ccccc1 (stereo not drawn),2%,-1.8,103,i,1.4
CCN(CC(=O)Nc1ccccc1OC)C(=O)CC1CCCC1,1%,-0.1,62,i,0.7
O=C(COC(=O)CCC(=O)c1ccc(F)cc1)NC1CCCCC1,-7%,-0.3,68,i,0.5
CCOC(=O)C1Nc2ccc(C(F)(F)F)cc2C2c3ccccc3CC12 (stereo not drawn),7%,56*,78*,i,0.9
Cc1nn(CC(=O)NC2CCS(=O)(=O)C2)c(C)c1S(=O)(=O)N(C)C (stereo not drawn),3%,-0.8,51,i,0.6
CCN1C(=O)[C@H]2[C@H]3CN=C(SCC(=O)c4ccccc4)N3[C@@](C)(C(=O)OC)[C@H]2C1=O,19%,0.8,76,i,0.8

# Complete entries from above:
# COc1cc2c(c(OC)c1OC)C(c1ccc(C)cc1)CC(=O)O2 (stereo not drawn) in the list: Rac1 GTP hydrolysis = -2%; NTR1 agonist = -0.8; NTR1 agonist cell count 20 µM = 59; Myeloid diff MLP = i; Myeloid diff MLP GFP+ MAC1+ % = 2.7
# CSC(C(=O)c1cc2ccccc2o1)c1ccccc1 (stereo not drawn) in the list: Rac1 GTP hydrolysis = 2%; NTR1 agonist = -1.8; NTR1 agonist cell count 20 µM = 103; Myeloid diff MLP = i; Myeloid diff MLP GFP+ MAC1+ % = 1.4
